# RAD54 inh = RAD54 (human) branch migration inhibition. Q92698. RAD54 Holliday junction branch migration, FAM/BHQ fluorescence. inhibition, % at 10.4 µM. hit rate 0.14% among 360,000. AID 602329;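 active = mean normalized replicate activity at least 40 and at least half of replicates scoring 40 or more; inconclusive = only one of the two criteria met; inactive = mean below 40 and under half of replicates reaching 40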;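 also: 0% = median of neutral control wells and 100% = median of positive control wells; inhibitors cause a drop in the FAM fluorescence signal; in these data hits start at about 50%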
# Target sequence (Q92698 whole entry, looked up): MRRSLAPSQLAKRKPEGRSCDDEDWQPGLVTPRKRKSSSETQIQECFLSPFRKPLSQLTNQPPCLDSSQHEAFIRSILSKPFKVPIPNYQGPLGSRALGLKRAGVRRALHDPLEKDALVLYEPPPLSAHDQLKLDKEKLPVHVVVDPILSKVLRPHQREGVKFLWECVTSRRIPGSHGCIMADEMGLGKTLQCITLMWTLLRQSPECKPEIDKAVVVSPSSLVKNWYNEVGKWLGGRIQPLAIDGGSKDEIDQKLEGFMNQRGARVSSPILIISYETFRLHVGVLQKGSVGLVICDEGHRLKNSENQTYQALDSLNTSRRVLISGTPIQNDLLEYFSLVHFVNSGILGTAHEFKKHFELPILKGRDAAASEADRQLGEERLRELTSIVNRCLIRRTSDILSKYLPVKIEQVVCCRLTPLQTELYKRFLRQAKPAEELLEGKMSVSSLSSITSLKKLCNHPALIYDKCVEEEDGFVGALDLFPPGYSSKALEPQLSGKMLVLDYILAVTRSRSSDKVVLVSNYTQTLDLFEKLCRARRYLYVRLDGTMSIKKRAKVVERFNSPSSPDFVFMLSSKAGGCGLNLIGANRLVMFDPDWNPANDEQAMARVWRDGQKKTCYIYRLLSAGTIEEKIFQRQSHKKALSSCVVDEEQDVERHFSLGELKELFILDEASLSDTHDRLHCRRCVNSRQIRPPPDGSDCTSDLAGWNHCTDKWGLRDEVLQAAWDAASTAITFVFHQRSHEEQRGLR
# ERAP1 inh = blocks human ERAP1 aminopeptidase activity; recombinant ERAP1, Leu-AMC fluorescence, 60 min; Q9NZ08; hit rate 0.15% among 340,000; inhibition, % at 10.7 µM;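 active = mean replicate inhibition of at least 30%, or all replicates individually reaching that 30% level; inactive = mean below 30% and not every replicate reaching it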;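 also: 0% = neutral control wells and 100% = L-leucinethiol positive control wells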
# ARNT-TACC3 inh = disruptors of human ARNT/TACC3 interaction | Q9Y6A5 | AlphaScreen His-ARNT PAS-B/GST-TACC3 binding, luminescence; TACC3 fragment carries E629A point mutation | inhibition, % at 9.99 µM | hit rate 0.66% among 390,000;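 active = mean inhibition of replicates at least 50% and at least half of replicates each reaching 50%; inconclusive = half or more replicates reach 50% but mean below 50%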;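 also: 0% = complete ARNT plus TACC3 wells and 100% = ARNT alone without TACC3; many hits fall short of the cut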
# esBAF inh = inhibitors of esBAF chromatin remodeling in mouse ES cells. hit rate 2% among 350,000. AID 602393. Bmi1-luciferase knock-in reporter, 24 h; 100% = twice the neutral-well signal. reporter increase, % at 12.5 µM; in the data active = activation above about 40%; inconclusive = no clear call, values can overlap the other calls;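 also: 0% = median of the plate's neutral control wells and 100% = double that signal; a rise in the Bmi1 reporter signal indicates esBAF inhibition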
# RAD52 inh = RAD52 (human) annealing inhibition | P43351 | recombinant RAD52 DNA annealing, FRET fluorescence | inhibition, % at 18.7 µM | hit rate 0.46% among 360,000;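 active = every replicate showing at least 50% inhibition; inconclusive = mean inhibition at least 50% but not in every replicate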
# XiGFP reactiv = reactivates the inactive X chromosome in mouse fibroblasts; XiGFP mouse fibroblasts, % GFP-positive cells imaging, 3 d; cells co-treated with 5-aza-dC sensitizer; scaled so ellipticine positive control = 100%; activation, % at 7.58 µM; hit rate 0.055% among 360,000; AID 743238;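 active = mean normalized replicate activation at least 10% and every replicate at or above 10%; inconclusive = only one of the two criteria met; inactive = mean below 10% and not all replicates reach 10%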;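 also: 0% = median of on-plate neutral control wells and 100% = ellipticine 6 µM median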
#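 System: 68-5-11 XiGFP fibroblast line; Timing: 3 days compound exposure; Compound dosing: one concentration, pinned; Benchmarks: positive control ellipticine, 6 µM final; Buffer or medium: DMEM containing 5-aza-dC.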
# CFTR F508del cor = CFTR F508del correction in bronchial cells | CFBE cells, YFP halide quenching; stimulated with forskolin plus potentiator P3; % fluorescence drop versus neutral controls | activity (quench increase), % at 7.58 µM | hit rate 0.36% among 350,000;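 active = mean added fluorescence quench of at least 8% versus neutral control, with both replicates also reaching 8%; inconclusive = only one of the mean or replicate conditions met; inactive = mean below 8% and not both replicates reaching 8%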;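 also: cells transiently co-express mutant CFTR-F508del with the halide-sensitive YFP; corrector assay measuring rescue of mutant channel to the surface after 24 h compound exposure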
# GSIS activator = GLuc luminescence reporter in INS-1E cells, primary screen for activators of glucose-dependent secretion of insulin; INS-1E GLuc reporter insulin secretion, 2-3 h; activation, % at 16.6 µM; hit rate 0.61% among 370,000; AID 743287;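 active = lowest replicate activation of at least 40%, so every replicate reaches that level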;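 also: 0% = median of neutral control wells and 100% = median of IBMX positive control wells; some compounds called inactive have numbers as strong as hits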
# Starred values were filed as active, the others as inactive; ? = inconclusive; nt = no result given; & = joins results of further samples.
SMILES,RAD54 inh,ERAP1 inh,ARNT-TACC3 inh,esBAF inh,RAD52 inh,XiGFP reactiv,CFTR F508del cor,GSIS activator
O=C(c1ccc2c(c1)OCCO2)C1CCN(C(=O)c2ccc(F)cc2)CC1,-4,nt,-5,12,nt,nt,nt,-8
O=C(NCCSCc1ccco1)Nc1cc(Cl)cc(Cl)c1,-6,-2,-3,17,-35,1.3,-0.2,-19
Cc1c(C(=O)NCc2ccc3c(c2)OCCO3)sc(=O)n1Cc1ccccc1C(F)(F)F,-1,nt,nt,3,-6,0.1,0.3,-7
CCCN1CCN(S(=O)(=O)c2c(C)[nH]c(C)c2C(=O)N2CCCCC2)CC1,3,-2,-1,0,-11,0.0,-3.0,13
N#Cc1ccccc1NC(=S)NC(=O)C1CCC1,-12,-1,0,-8,-5,0.3,-2.0,9
CCC(C)(C)NC(=O)c1ccc2c(c1)OCCO2,nt,-7,3,nt,-11,0.1,1.7,27
CCN(CC)S(=O)(=O)c1ccc(NC(=O)[C@@H](NC(=O)c2cc(OC)cc(OC)c2)C(C)C)cc1,nt,-4,1,nt,-12,0.0,1.6,-4
Fc1ccc(-c2ccc(/C=N/n3cnnc3)o2)cc1,18,-1,1,-9,-9,0.3,0.3,1
Cc1c(C(=O)N2CCCCC2C)sc2nc3n(c(=O)c12)CCC3 (centres undefined),nt,-4,6,6,-7,2.1,1.7,13
O=c1/c(=C/c2ccc(O)c([N+](=O)[O-])c2)sc2nc3ccccc3n12,nt,-1,-2,nt,-25,0.0,-0.4,8
COc1ccc(OC)c(NC(=O)COC(=O)c2c3c(nc4ccccc24)CCCC3)c1,13,6,0,1,-11,nt,-0.1,5
COc1ccccc1-c1cn(CC[C@H]2CC[C@@H](NC(=O)C3CC3)[C@H](CO)O2)nn1,2,0,-8,4,-1,-0.5,-1.5,5
C[C@@H]1CN([C@H](C)CO)C(=O)c2c(c3ccccc3n2C)-c2ccccc2CO[C@H]1CN(C)C(=O)CCC(F)(F)F,8,-4,nt,-2,-9,0.1&0.5,-0.6,0&-6
Cc1n[nH]c(=O)nc1N/N=C/c1ccc(O)c([N+](=O)[O-])c1,-3,9,2,nt,-4,0.0,nt,20
CC1CC(C)CN(C(=O)COC(=O)c2cc(S(=O)(=O)N3CCOCC3)ccc2F)C1 (centres undefined),3,-1,nt,0,-5,0.0,2.3,-5
COc1ccc(NC(=O)Nc2ccc3c(c2)CC(=O)N([C@H](C)CO)C[C@H](C)[C@@H](CN(C)CC2CC2)O3)cc1,2,1,2,-5,18,-0.8,-1.7,-2
Fc1ccc(-c2csc(N3CCSCC3)n2)cc1,-2,1,2,46*,5,0.0,-4.4,-2
COc1cccc(CNC(=O)C[C@H]2C=C[C@@H](NC(=O)C3CC3)[C@H](CO)O2)c1,1,-1,5,0,-5,-0.6,-3.5,2
O=C(c1cc(=O)[nH]c2ccccc12)N1CCN(c2ccc([N+](=O)[O-])cc2)CC1,1,nt,-1,-2,-10,nt,-2.9,0
O=C(N[C@H]1CC[C@H](CCNC(=O)C2CCCC2)O[C@@H]1CO)c1ccccn1,-12,0,1,5,-4,0.0,1.0,-6
CCn1c(=N)c(S(=O)(=O)c2ccccc2)cc2c(=O)n3ccccc3nc21,nt,-54,-7,nt,-28,0.0,1.5,14
CC(NS(=O)(=O)c1ccc([N+](=O)[O-])cc1)C(c1cccs1)N1CCOCC1 (centres undefined),-2,7,-4,nt,-5,-0.1,nt,17
O=C(NCC1CCCO1)c1cnc(Cl)c(Cl)c1 (centres undefined),6,0,-2,9,-12,0.2,1.1,4
COc1ccc(NC(=O)c2cccc(S(=O)(=O)N3CCOCC3)c2)cn1,-4,nt,16,-5,nt,nt,nt,8
COc1ccc2c3c(n(C)c2c1)[C@@H](CO)N(Cc1ccncc1)CC31CCN(C(=O)NC(C)C)CC1,nt,8,nt,nt,-132,-0.1,-1.7,15
O=C(/C=C/c1ccc(O)c(O)c1)c1ccccc1O,0,4,6,nt,-48,0.0,0.5,-47
COCC(=O)N1[C@H](CO)[C@H](c2ccccc2-c2cccc(C)c2)[C@@H]1C#N,nt,-2,nt,nt,-14,0.0,-1.5,-6
Cc1ccccc1C(=O)N1CCC(C(=O)N2CCCc3ccccc32)CC1,4,0,7,?,-14,-0.1,-1.4,21
COC(=O)[C@@H]1[C@@H](CO)[C@@H]2Cn3c(ccc(-c4ccncc4)c3=O)[C@@H]2N1Cc1ccccc1F,-1,24,1,2,-172,0.2,-1.5,5
CNC(=O)C[C@H]1CC[C@@H]2[C@H](COc3ccc(NC(=O)c4cscn4)cc3C(=O)N2C)O1,0,nt,-1,-2,nt,0.0,0.8,4
C[C@@H]1CN([C@H](C)CO)C(=O)c2cc(NC(=O)Nc3ccc(C(F)(F)F)cc3)ccc2O[C@H]1CN(C)Cc1ccc(Oc2ccccc2)cc1,-5,-4,-5,-4,10,0.0,-2.1,10
CCCCCNC(=O)C(c1ccccc1F)n1c(=O)c(-c2ccco2)nc2ccccc21 (centres undefined),nt,0,nt,nt,-17,0.3,3.2,nt
COc1ccc(/C=C2/SC(=S)NC2=O)cc1OCc1ccccc1,-7,-3,4,-8,-31,0.4,-3.0,-3
CN1CCN(S(=O)(=O)c2ccc(NC(=O)c3cccc(F)c3)cc2)CC1,-10,-3,-2,-7,1,0.0,0.2,7
COc1ccc(S(=O)(=O)Nc2cccc3c2O[C@@H](CN(C)S(=O)(=O)c2ccc(OC)cc2)[C@H](C)CN([C@H](C)CO)C3=O)cc1,nt,-2,nt,nt,nt,0.2,-1.8,5
CN(C)CC(=O)Nc1ccc2c(c1)[C@H]1C[C@@H](CC(=O)N(C)C)O[C@@H](CO)[C@H]1O2,8,-1,-7,0,-5,0.6,-0.2,17
COc1ccc(S(=O)(=O)Nc2ccc3c(c2)CC(=O)N([C@@H](C)CO)C[C@@H](C)[C@@H](CN(C)CC2CC2)O3)cc1,-2,2,-5,0,8,-0.2,1.1,-4
NCCNC(=O)Cc1ccc(NC(=O)Cc2ccc(Nc3ncnc4c3ncn4[C@@H]3O[C@H](CO)[C@@H](O)[C@H]3O)cc2)cc1,-1,1,-2,-6,-21,0.1,2.4,-4
CN(CCN1CCOCC1)C(=O)CC1C(=O)NCCN1Cc1ccccc1F (centres undefined),-11,-7,4,5,-12,0.1,-5.9,-2
CO[C@@H]1CN(C)C(=O)c2cc(NC(=O)c3nc4ccccc4s3)ccc2OC[C@@H](C)N(Cc2cncnc2)C[C@H]1C,2,nt,0,-4,-5,0.1,1.1,-3
COCCNC(=O)[C@H]1N2C(=O)c3ccccc3C2SC1(C)C (some centres undefined),-11,1,-3,-2,-6,0.0,1.1,9
C[C@H]1CCCCO[C@H](CN(C)S(=O)(=O)c2ccc(Cl)cc2)[C@@H](C)CN([C@@H](C)CO)C(=O)c2cc(NS(=O)(=O)c3cccs3)ccc2O1,-1,-2,-2,5,-37,0.6,-2.3,7
CCNC(=O)N1C[C@H]2CON(C)[C@H]2C[C@H]1c1ccccc1Br,1,-3,nt,-4,-9,0.0,1.5,nt
CO[C@@H]1CN(C)C(=O)c2ccc(NC(=O)c3nc4ccccc4s3)cc2OC[C@@H](C)N(Cc2cccnc2)C[C@@H]1C,11,nt,10,12,nt,0.4,2.7,-25
CC(CN1CCN(c2ccccc2)CC1)c1ccccc1 (centres undefined),-17,nt,-12,7,nt,nt,nt,18
COc1ccc(S(=O)(=O)Nc2cccc3c2O[C@@H](CN(C)S(=O)(=O)c2ccccc2)[C@H](C)CN([C@@H](C)CO)C3=O)cc1,5,nt,4,3,nt,0.9,-0.6,9
COC(c1ccccc1)(c1ccccc1)C(Oc1nccc(C)n1)C(=O)O (centres undefined),-8,-1,-8,6,1,0.0,1.7,3
C[C@H]1CN([C@@H](C)CO)C(=O)CCCn2cc(nn2)CO[C@@H]1CN(C)Cc1cccc2c1OCCCO2,5,2,-1,-6,-10,-0.4,1.8,4
COc1cc2c(cc1NC(=O)COC(=O)CNS(=O)(=O)c1ccc(C)cc1)oc1ccccc12,nt,2,1,nt,-65,0.2,nt,8
CC1(C(=O)NS(=O)(=O)C2CC2)CCCN(C(=O)COc2ccc(Cl)cc2Cl)C1 (centres undefined),-9,-2,nt,0,-4,0.4,-1.7,nt

# Four compounds picked at random from those above:
SMILES,RAD54 inh,ERAP1 inh,ARNT-TACC3 inh,esBAF inh,RAD52 inh,XiGFP reactiv,CFTR F508del cor,GSIS activator
COCCNC(=O)[C@H]1N2C(=O)c3ccccc3C2SC1(C)C (some centres undefined),-11,1,-3,-2,-6,0.0,1.1,9
COc1cc2c(cc1NC(=O)COC(=O)CNS(=O)(=O)c1ccc(C)cc1)oc1ccccc12,nt,2,1,nt,-65,0.2,nt,8
CCNC(=O)N1C[C@H]2CON(C)[C@H]2C[C@H]1c1ccccc1Br,1,-3,nt,-4,-9,0.0,1.5,nt
COC(c1ccccc1)(c1ccccc1)C(Oc1nccc(C)n1)C(=O)O (centres undefined),-8,-1,-8,6,1,0.0,1.7,3

# (cont.)
SMILES,RAD54 inh,ERAP1 inh,ARNT-TACC3 inh,esBAF inh,RAD52 inh,XiGFP reactiv,CFTR F508del cor,GSIS activator
O=C(NCc1ccccc1)N1CCC(c2nc3ccccc3[nH]2)CC1,7,nt,-1,-5,nt,nt,nt,-4
CN1c2ccc(-c3cccc(F)c3)cc2[C@@H]2[C@@H](CCN2C(=O)C2CC2)[C@@H]1CO,7,1,5,-7,6,-0.1,-1.6,-22
O=C(NCc1ccccc1Cl)[C@H]1[C@H](CO)[C@H]2Cn3c(cccc3=O)[C@H]2N1C(=O)C1CCC1,-25,0,1,0,5,0.0,-2.7,7
COc1ccc(NC(=O)Nc2ccc3c(c2)C(=O)N([C@H](C)CO)C[C@H](C)[C@@H](CN(C)C(=O)Nc2ccc(C(F)(F)F)cc2)OCCCC[C@@H](C)O3)cc1,6,-4,17,3,7,-0.5,1.4,-8
CCNC(=O)C1(C)CCCN(Cc2csc3ccccc23)C1 (centres undefined),-5,-4,nt,11,-3,-0.1,2.8,nt
Cc1nn(-c2ccccc2)c(Cl)c1C(=O)Nc1ccc(N2CCOCC2)cc1,nt,5,-18,nt,-3,0.1,-2.0,-2
CCOc1cc(/C=N/Nc2cccc(C(=O)O)c2)ccc1OC(=O)c1ccccc1,nt,-5,5,-69,-29,0.0,-0.6,-3
OC1CCC2CN3CCc4c([nH]c5ccccc45)C3CC2C1 (centres undefined),11,0,nt,62*,0,nt,-3.1,nt
O=C(/C=C/c1ccccc1)NCC1(c2ccccc2)CCOCC1,3,5,5,-2,-5,0.0,-1.1,-11
Cc1ccc(Cn2ccc(NC(=O)c3cc(-c4ccccc4)on3)n2)cc1,1,3,-14,-4,-2,nt,2.1,7
COc1ccc(CCNC(=O)c2ccc3c(c2)S(=O)(=O)N=C2CCCCCN23)cc1,-6,1,9,5,-14,0.0,-2.4,-15
COc1ccc(-n2ncc(C(C)NS(=O)(=O)c3ccc(C(C)=O)cc3)c2C)cc1 (centres undefined),1,-2,-1,3,-8,0.0,-0.8,1
CN1/C(=C/C(=S)NC(=O)C2(C)CC2(Cl)Cl)C(C)(C)c2ccccc21 (centres undefined),2,0,48*,-61,-55,0.0,-0.5,-58
Cn1c(=O)[nH]c(=O)c2c1nc(SCC(=O)O)n2Cc1ccccc1,-5,3,-8,-1,-14,0.3,0.0,-7
